Compound activity deposited in PubChem BioAssay by National Center for Advancing Translational Sciences (NCATS).
FBPA Giardia inh = inhibitors of Giardia lamblia fructose-1,6-bisphosphate aldolase. A8B2U2. purified Giardia FBPA. Potency, µM (titrated, usually from 59.6 µM), for the others: at the top dose activity, negative = inhibition, usual class: inhibitors. actives 0.71% (n = 290,000). AID 2451; also: potency is read from the fitted curve at half-maximal effect; % is scaled to controls: 0 for no effect and ±100 for the full control effect; nearly all actives have a fitted effect of over 55% in size
Target sequence (A8B2U2 whole entry, looked up): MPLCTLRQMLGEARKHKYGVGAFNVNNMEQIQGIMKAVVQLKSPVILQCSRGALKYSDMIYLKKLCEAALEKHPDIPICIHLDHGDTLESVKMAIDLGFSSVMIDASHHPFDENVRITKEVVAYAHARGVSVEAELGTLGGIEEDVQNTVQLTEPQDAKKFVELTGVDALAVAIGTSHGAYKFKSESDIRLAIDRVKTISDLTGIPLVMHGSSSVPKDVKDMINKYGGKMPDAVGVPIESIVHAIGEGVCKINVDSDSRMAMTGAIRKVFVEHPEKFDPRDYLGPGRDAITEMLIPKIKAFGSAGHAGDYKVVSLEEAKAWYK
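40 nM FBPA preincubated 10 min at RT with compound (up to 57.5 uM final), then substrate plus GAPDH/TPI/NAD/arsenate coupling and diaphorase/resazurin added. Fluorescence read after 20 min at RT, 525/598 nm.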
AMA1 RON2 block = AMA1-RON2 (P. falciparum) interaction inhibition. Potency, µM (highest dose often 58.2 µM), without a hit: top-dose activity change, negative = inhibition, most hits filed as inhibitors. AID 720542. AlphaScreen AMA1-biotinylated RON2 peptide binding. actives 0.2% (n = 360,000);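 also: potency is read from the fitted curve at half-maximal effect; 0% = vehicle wells and -100% = peptide control; nearly all actives have a fitted effect of over 45% in size; some results filed as inactive show a strong effect at the top dose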
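AMA1 (3D7) with his tag at 25 nM final met compounds first, then biotinylated RON2 peptide at 25 nM; detection used donor plus acceptor beads, 10 µg/mL apiece, read by AlphaScreen after 30 min at room temperature.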
Cycloheximide cs = counter-screen hit for Shiga toxin inhibitors, cycloheximide. cell reporter, cycloheximide protein synthesis inhibition counterscreen. max response, %. actives 12% (n = 300,000). AID 2314; in the data active = max response mostly above about 13%, no sharp cut-off; inactive = mostly below about 14%; also: read at 38.3 µM for the half of the compounds with a filed dose; 0% is about no effect
HCMV inh = human cytomegalovirus inhibition. HFF cells, HCMV-luciferase reporter, 72 h; active compounds read low. activity change, negative = inhibition, % at 57.5 µM. actives 4.5% (n = 410,000). AID 1259415; in the data active = activity change below about -60%; inconclusive = no clear call, values can overlap the other calls; inactive = above about -39%; also: % is scaled to controls: 0 for no effect and ±100 for the full control effect
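Inhibition of viral replication was scored as loss of reporter luminescence in HFFs infected with HCMV-luciferase (MOI 1 PFU/cell) for 72 h; compounds tested at 2 doses, normalized to buffer and Salinomycin controls.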
AmpC no deterg = inhibitors of E. coli AmpC beta-lactamase without detergent. P00811. AmpC nitrocefin hydrolysis, absorbance 480 nm, 0.0001% Triton. Potency, µM (titrated, usually from 57.1 µM), for inactives: top-dose activity change, negative = inhibition, usual class: inhibitors. actives 0.52% (n = 330,000). AID 485341;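 also: potency is read from the fitted curve at half-maximal effect; plate controls were no compound for no effect and no enzyme for full effect; nearly all actives have a fitted effect of over 20% in size; some results filed as inactive show a strong effect at the top dose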
Target sequence (P00811 whole entry, looked up): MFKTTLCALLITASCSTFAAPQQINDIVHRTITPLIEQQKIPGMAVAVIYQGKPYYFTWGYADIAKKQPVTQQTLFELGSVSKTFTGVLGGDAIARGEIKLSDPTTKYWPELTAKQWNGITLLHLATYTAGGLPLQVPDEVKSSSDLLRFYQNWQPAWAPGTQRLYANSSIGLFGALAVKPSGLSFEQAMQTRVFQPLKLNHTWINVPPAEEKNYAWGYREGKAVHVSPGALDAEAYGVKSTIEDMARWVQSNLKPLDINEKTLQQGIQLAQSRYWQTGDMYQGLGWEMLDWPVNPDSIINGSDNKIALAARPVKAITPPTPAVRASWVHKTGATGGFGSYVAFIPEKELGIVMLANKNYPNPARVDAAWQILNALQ
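20 mM phosphate pH 7.0 + 0.01% (detergent screen) or 0.0001% Triton X-100; 5.3 nM AmpC reagent; cpd preinc 15 min RT; nitrocefin (800 uM stock) to start; A480 q20 s × 4 min; Activity was normalised to no-enzyme and no-compound control wells.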
AmpC detergent = blocks E. coli AmpC beta-lactamase in detergent assay. P00811. AmpC hydrolysis of nitrocefin, absorbance 480 nm, 0.01% Triton. Potency, µM (highest dose often 114 µM), for the others: top-dose activity change, negative = inhibition, actives largely listed as inhibitors. actives 0.041% (n = 370,000). AID 485294;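 also: potency is read from the fitted curve at half-maximal effect; 0% = no-compound wells and -100% = no-enzyme wells; nearly all actives have a fitted effect of over 25% in size; some results filed as inactive show a strong effect at the top dose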
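AmpC (5.3 nM in the dispensed reagent) in 20 mM phosphate pH 7.0 with 0.01% (detergent screen) or 0.0001% Triton X-100 was preincubated with compounds for 15 min at room temperature. Nitrocefin was then added from an 800 uM solution, and hydrolysis was followed at 480 nm.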
Shiga toxin inh = blocks Shiga toxin action in Vero cells; Vero cells, Shiga toxin protein synthesis inhibition reporter; inhibition, % at 38.7 µM; actives 9.2% (n = 290,000); in the data active = inhibition mostly above about 28%, no sharp cut-off; inactive = mostly below about 43%; also: 0% is about no effect
An asterisk follows results filed as active; u = inconclusive; x = not tested or not shown; & = joins results of further samples; [ ] = dose if it differs, or a comment. Unless noted, calls follow the shape of the dose curve; as a rule, active = well fitted curve in the direction sought with a large enough effect; inconclusive = small, poorly fitted or top-dose-only effect, or another doubt; inactive = no such curve, though single readings can be large; an effect the other way counts as inactive or inconclusive.

SMILES | FBPA Giardia inh | AMA1 RON2 block | Cycloheximide cs | HCMV inh | AmpC no deterg | AmpC detergent | Shiga toxin inh
CCN(C(=O)COC(=O)c1cc(OC)c(OC)cc1[N+](=O)[O-])C1CCS(=O)(=O)C1 (stereo unspecified) | 5% | 16% | 4 | -31 | -17% | 5% | -3
CC(Oc1ccc2c3c(c(=O)oc2c1)CCCC3)C(=O)NCc1ccncc1 (stereo unspecified) | x | 7% | -1 | -31 | 31% | 4% | 13
COc1ccc(C(=O)N/N=C(\C)CC(=O)NC2CCCCC2)c(OC)c1 | x | 26% | 11 | -36 | 65%[activator] | 1% | 17
CN(CCCNC(=O)c1ccc(N2CCCC2=O)cc1)c1ccccc1 | 2% | -8% | 5 | u | -11% | u | -4
CCOC(=O)C1CCN(C(=O)COc2cccc(C)c2)CC1 | 0% | 9% | 2 | -3 | -9% | u | -1
Nc1cc(N)nc(SCC(=O)c2ccc3c(c2)NC(=O)CO3)n1 | -2% | -15% | -2 | u | -21% | 1% | -11
COCCNC(=O)c1cc2c(=O)n3cccc(C)c3nc2n(Cc2ccncc2)c1=N | -1% | -8% | -3 | -36 | -15% | u | 8
O=C(Nc1cccc(C(=O)O)c1)Nc1cccc2ccccc12 | 6% | 1% | 21* | 20 | -12% | -14% | 29
O=c1c2ccccc2ncn1Cc1cccc2ccccc12 | 10% | -5% | -3 | -9 | -11% | 0% | 42
CC(=O)c1cccc(CN2CCN(C3CCCCC3)C(CCO)C2)c1 (stereo unspecified) | 6% | 0% | -2 | -21 | -7% | 3% | -9
CC(=O)c1cc(C#N)c(Oc2cc(C)cc(C)c2)nc1C | 6% | 4% | -3 | 15 | 11% | -12% | 16
CCOC(=O)N1CCC(NC(=O)c2cc(C(=O)Nc3ccc(F)cc3F)ccc2CO)CC1 | 2% | 31%[activator] | -4 | 14 | -4% | -11% | 23
Cc1ccc(S(=O)(=O)N2CCCCC2C(=O)N2CCN(c3ccccc3F)CC2)cc1 (stereo unspecified) | -1% | 2% | 6 | -24 | -11% | u | -15
CCN1C(=O)c2ccc(-c3nc4ccccc4c(=O)o3)cc2C1=O | 1% | 4% | 1 | 44 | -14% | -3% | -3
CSc1sc(C(=O)N(C)C)c2c1S(=O)(=O)N(C)c1ccccc1-2 | 0% | -7% | -1 | 9 | -8% | 3% | 9
O=C(Cc1ccc(Cl)cc1)Nc1ccccc1C(=O)Nc1ccc(C(=O)O)cc1 | 17% | -7% | 0 | -7 | -25% | -7% | -6
O=C(CC1C(=O)NCCN1Cc1ccccc1)NCCN1CCCCC1=O (stereo unspecified) | x | 34%[activator] | 6 | -9 | 26% | -6% | -2
O=C(N/N=C/c1ccc(-n2ccnc2)cc1)c1cccs1 | 14% | -2% | 45* | 4 | -34% | 6% | 85*
COc1ccc(S(=O)(=O)NCC2CCCN(Cc3ccccc3Cl)C2)cc1 (stereo unspecified) | -4% | -9% | -2 | -32 | 15% | -6% | -8
ClCc1csc(N/N=C/c2cccs2)n1 | -29% | x | 17* | x | -42% | 4% | 39*
Cc1cccc(CCNCc2cc3cccc(C)c3[nH]c2=O)c1 | 7% | 6% | 4 | -5 | -3% | u | -8
Cc1cc(=O)n2nc(N3CCCC3C(=O)Nc3ccccc3C)sc2n1 (stereo unspecified) | -2% | 5% | 0 | u | -9% | 2% | 3
COc1ccc(/C=C/C(=O)c2ccccc2)c(OC)c1 | -2% | -6% | 23* | -11 | -24% | 2% | 74*
O=C(NCCN1CCc2ccccc2C1)C1CC(=O)N(C2CCCC2)C1 (stereo unspecified) | 8% | 1% | 20 | -5 | 14% | -1% | 13
Cc1ccc(S(=O)(=O)/N=S(/C)c2ccccc2)cc1 (stereo unspecified) | 0% | 11% | -1 | 9 | 0% | -12% | -3
COc1ccc2c(C)c(CCC(=O)NCCCN3CCCC3=O)c(=O)oc2c1C | 10% | 0% | -3 | 9 | -1% | -16% | -4
C[C@]12CC[C@H](O)C[C@H]1CC[C@@H]1[C@@H]2CC[C@]2(C)[C@@H](C3=CC(=O)OC3)CC[C@]12O | x | -8% | x | -97* | -19% | -1% | x
O=C(Nc1nc(-c2ccc(Cl)cc2Cl)cs1)C1CCCO1 (stereo unspecified) | -6% | 1% | 9 | -13 | -7% | -3% | 8
Cc1nnc(NC(=O)C2CCCN(S(=O)(=O)Cc3ccccc3)C2)s1 (stereo unspecified) | -2% | -9% | -5 | 30 | -7% | u | -8
Cc1nc(C(C)NC(=O)CCc2nnc(Cc3c[nH]c4ccccc34)o2)cs1 (stereo unspecified) | 1% | 17% | 11 | -13 | 13% | 2% | 17
CC(C)(C)NC(=O)c1cccc2c1OC(C)(C)C2 | -1% | 9% | -2 | 30 | -21% | 0% | -12
O=C(Cc1n[nH]c(=O)c2ccccc12)OCC(=O)c1ccccc1 | x | -8% | x | -3 | -18% | 5% | x
C=CCNC(=O)c1ccc(C(=O)c2ccccc2)cc1 | 2% | 18% | 24* | -28 | -15% | -10% | 110*
CC(NC(=O)c1ccccc1F)c1ccccc1 (stereo unspecified) | 1% | 0% | 1 | u | -6% | 3% | 9
CCCc1cc(N2CCOCC2)n2nc(C)c(-c3ccccc3)c2n1 | 4% | 0% | 18* | -4 | 1% | 9% | -9
CC1=NOC(=O)/C1=C\c1ccccc1 | -19% | 0% | -1 | 26 | -18% | -7% | -4
CCCOc1cc(C)c(S(=O)(=O)n2ccc(C)n2)cc1C | 2% | 4% | 2 | 17 | x | -4% | -3
CCC(C(=O)NC1CCCCC1)n1c(SCc2ccc(F)cc2)nc2ccncc21 (stereo unspecified) | 8% | -1% | 7&-3 | 28&-6 | -3% | -3%&-5% | 7&-2
CCOC(=O)C1C(c2ccc(C)o2)NC(=O)NC1(O)C(F)(F)F (stereo unspecified) | -2% | -1% | 1 | 2 | 2% | 3% | -8
C=CCN1C(=O)C(C)S/C1=N\S(=O)(=O)c1ccc(Cl)cc1 (stereo unspecified) | 0% | -11%[11.6 µM] | -2 | 29 | -20% | u | -6
CCOc1ccccc1NC(=O)Cn1nnc(C(=O)NCCc2ccc(OCC)c(OCC)c2)c1N | 0% | -9% | -2 | -37 | 43% | u | -12
COc1cc(C(=O)N/N=C/c2cccc(Oc3ccccc3)c2)ccc1O | 1% | 13% | 9 | -78* | -39% | -13% | 8
CS(=O)(=O)N1CCC(C(=O)Nc2ccc(Br)cc2F)CC1 | 0% | 8% | -3 | -32 | -7% | u | -2
COc1ccc(NC(=O)N[C@@H](CCSC)C(=O)O)cc1Cl | 4% | -4% | -3 | 22 | -20% | 3% | -14
COc1ccccc1C(=O)Nc1ccc2c(c1)nc1n2CCN(Cc2ccccc2)C1 | -3% | -3% | -2 | -68* | 5% | u | 16
Cc1cc(NC(=O)CSCC(=O)Nc2nc3ccc(F)cc3s2)no1 | x | 11% | x | 7 | -18% | -4% | x
CC(C)C(C)NC(=O)COc1ccc(S(=O)(=O)N2CCOCC2)cc1[N+](=O)[O-] (stereo unspecified) | 4% | -14% | -1 | -33 | 84%[activator] | u | -4
COc1ccccc1Oc1ccc(N/C=C/C(=O)c2ccc(C)o2)cc1 | -2% | u | 25* | u | -47% | -9% | 135*
CNC(=O)c1csc(-c2ccc(C)cc2)n1 | 4% | -4% | 24* | 64 | -10% | u | 45*
Cc1ccc(OCC(O)CN2CCc3ccccc3C2)c(C)c1 (stereo unspecified) | x | -1% | -14 | 14 | 10% | 1% | -11
CCOc1ccc([C@@H]2CC=C(C(=O)O)[C@H](c3ccc(F)cc3)N2S(=O)(=O)c2ccc(C)cc2)cc1 | x | -24% | x | -16 | -6% | 1% | x
O=C(CN1CCN(S(=O)(=O)c2ccc(F)c(Cl)c2)CC1)N1CCNC1=O | x | -8% | x | -21 | -2% | u | x
O=C(NC1CCOCC1)C1CCC(=O)N(CCc2cccc(F)c2)C1 (stereo unspecified) | x | 4% | -2 | 28 | -14% | -11% | -6
O=C(NCCCc1ccccc1)c1cc(COc2ccc(F)cc2Cl)on1 | -6% | 15% | -3 | -19 | -31% | u | -6
CCCOc1ccc(C(=O)C(CCC(CNCC)C(=O)c2ccc(OCCC)cc2)CNCC)cc1 (stereo unspecified) | 2% | -7% | -10 | -96* | 118%[activator] | -7% | -27
CCOC(=O)c1ccc2c(c1)nc(SC(C)C(=O)NCC1CCCO1)n2CC (stereo unspecified) | x | 6% | x | 0 | 35% | -7% | x
O=c1c2c(nc3nc(COc4ccccc4)[nH]n13)CCC2 | -22% | 1% | -4 | 6 | -16% | -18% | -3
CCOC(=O)c1c(C)oc2ccc(NS(=O)(=O)c3cccs3)cc12 | 5% | -2% | -1 | 14 | -31% | -3% | -10
CC(=O)NNc1ncnc2c1cnn2-c1ccc(C)c(Cl)c1 | 3% | 66%[activator] | 38* | -21 | -4% | -1% | 68*
Cc1ccc(C(=O)N2N=C3c4ccccc4S(=O)(=O)N3[C@H]2N(C)C)cc1 | 5% | 11% | -2 | -12 | 23% | -3% | 19

(listing goes on)
SMILES | FBPA Giardia inh | AMA1 RON2 block | Cycloheximide cs | HCMV inh | AmpC no deterg | AmpC detergent | Shiga toxin inh
Brc1cc2[nH]cnc2c2ccccc12 | 18µM* | -5% | 5 | 21 | -7% | 0% | -10
COC(=O)c1ccc(C)c(NC(=O)CCCN2C(=O)CN(C)C2=O)c1 | x | -6% | x | 1 | 3% | x | x
CCOc1ccccc1N(CC(=O)NCCSc1ccccn1)S(=O)(=O)c1ccc(C)cc1 | x | 4% | -5 | -31 | 28% | 4% | -5
Brc1cc(Br)c2nc(-c3cccs3)ccc2c1 | -4% | 58%[activator] | 14 | 40 | -6% | -1% | 25
CC(C)N1CCC(N2CCN(Cc3ccc4nonc4c3)CC2CCO)CC1 (stereo unspecified) | 6% | 4% | 0 | -22 | 21% | -4% | -12

Full records, looked up by structure. Order of screens: FBPA Giardia inh | AMA1 RON2 block | Cycloheximide cs | HCMV inh | AmpC no deterg | AmpC detergent | Shiga toxin inh
Listed for O=C(CN1CCN(S(=O)(=O)c2ccc(F)c(Cl)c2)CC1)N1CCNC1=O : x | -8% | x | -21 | -2% | u | x
Listed for Cc1nnc(NC(=O)C2CCCN(S(=O)(=O)Cc3ccccc3)C2)s1 (stereo unspecified) : -2% | -9% | -5 | 30 | -7% | u | -8
Listed for CCCOc1cc(C)c(S(=O)(=O)n2ccc(C)n2)cc1C : 2% | 4% | 2 | 17 | x | -4% | -3

Compounds were not picked by outcome (roughly 16% active in at least one column).
